From PubChem BioAssay
AMPAR-TARP mod = modulates AMPAR-stargazin complexes; O88602+P19491; HEK293 GluA2+stargazin, membrane potential dye (FDSS), glutamate EC50; hits were called plate by plate, in both directions; calls only at 30 µM; hit rate 3.5% among 40,000;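 active = any of four per-well response measures lying three or more SD from its plate-wide compound average, in either direction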
Target sequence (O88602 whole entry, looked up): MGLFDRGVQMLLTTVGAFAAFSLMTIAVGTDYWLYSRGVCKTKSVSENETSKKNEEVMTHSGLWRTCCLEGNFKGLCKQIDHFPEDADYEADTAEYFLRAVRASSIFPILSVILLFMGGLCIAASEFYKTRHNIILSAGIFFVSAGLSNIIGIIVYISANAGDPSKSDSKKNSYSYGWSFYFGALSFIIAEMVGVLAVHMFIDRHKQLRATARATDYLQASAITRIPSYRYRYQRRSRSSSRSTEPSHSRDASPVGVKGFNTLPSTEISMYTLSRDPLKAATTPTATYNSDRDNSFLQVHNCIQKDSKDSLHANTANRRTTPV
Target sequence (P19491 whole entry, looked up): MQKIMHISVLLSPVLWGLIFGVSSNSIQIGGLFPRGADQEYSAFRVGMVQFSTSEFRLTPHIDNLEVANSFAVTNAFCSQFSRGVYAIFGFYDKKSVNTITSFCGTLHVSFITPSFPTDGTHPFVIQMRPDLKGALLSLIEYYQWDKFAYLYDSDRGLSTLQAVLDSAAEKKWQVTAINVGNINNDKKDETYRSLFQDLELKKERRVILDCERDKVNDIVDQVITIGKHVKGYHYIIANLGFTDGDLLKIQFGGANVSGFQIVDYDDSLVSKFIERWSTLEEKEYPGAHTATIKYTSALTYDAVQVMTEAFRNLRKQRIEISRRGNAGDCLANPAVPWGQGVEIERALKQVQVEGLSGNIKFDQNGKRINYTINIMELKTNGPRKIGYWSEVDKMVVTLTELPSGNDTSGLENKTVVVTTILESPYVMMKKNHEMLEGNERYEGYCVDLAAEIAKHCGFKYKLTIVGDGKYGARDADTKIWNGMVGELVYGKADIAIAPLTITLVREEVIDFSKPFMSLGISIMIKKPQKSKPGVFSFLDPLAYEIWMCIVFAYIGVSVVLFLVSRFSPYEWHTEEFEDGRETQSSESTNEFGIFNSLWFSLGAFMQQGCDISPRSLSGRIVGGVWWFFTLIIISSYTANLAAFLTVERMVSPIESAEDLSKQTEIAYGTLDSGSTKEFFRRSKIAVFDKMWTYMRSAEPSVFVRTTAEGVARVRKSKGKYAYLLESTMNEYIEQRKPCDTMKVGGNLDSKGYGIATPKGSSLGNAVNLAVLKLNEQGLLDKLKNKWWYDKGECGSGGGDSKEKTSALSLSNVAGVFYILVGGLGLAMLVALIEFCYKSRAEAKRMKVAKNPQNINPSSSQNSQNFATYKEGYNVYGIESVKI
AMPAR-TARP mod agonism max-min = further read-out of AMPAR-TARP mod, marked with its call; compound max-min signal; compound-alone response (agonism);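 unitless range of fluorescence divided by baseline over first 100 seconds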
AMPAR-TARP mod glutamate slope = also measured in AMPAR-TARP mod; calls as there; glutamate slope, % of max; measured here: glutamate response slope, % max;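 scaled per plate between vehicle wells and maximal 1 mM glutamate control wells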
* hit, by the source's call; i = inactive; + = active, no number. Not all compounds are listed; the hit share may differ from the screen's.

SMILES | AMPAR-TARP mod | AMPAR-TARP mod agonism max-min | AMPAR-TARP mod glutamate slope
CCOC(=O)c1ccccc1NC(=O)Cn1cnc2c(nnn2C)c1=O | i | 0.074 | 64
CCOc1ccc(-c2cc3c(=O)n(Cc4nc(-c5ccc(SC)cc5)no4)ccn3n2)cc1 | i | 0.11 | 60
Cc1ccc(Cn2cc(C(=O)Nc3ccc(F)cc3F)ccc2=O)cc1 | i | 0.062 | 45
O=C(Cc1ccc(NS(=O)(=O)c2ccc3c(c2)OCCO3)cc1)NCc1cccs1 | i | 0.056 | 28
COc1ccc(-n2c(C)cn3c4c(=O)n(CCN5CCCCC5)c(=O)n(C)c4nc23)cc1 | i | 0.052 | 28
COC(=O)CCn1c(=O)c2c(nc3n(-c4cc(C)ccc4OC)c(C)cn23)n(C)c1=O | i | 0.059 | 56
Cn1nc(NC(=O)c2cccc3ccccc23)c2c1NC(=O)CC2c1ccco1 (centres undefined) | i | 0.11 | 75
Cn1nnc2c(N3CCN(S(=O)(=O)Cc4ccccc4)CC3)ncnc21 | i | 0.11 | 50
O=C(Nc1ccc([N+](=O)[O-])cc1)C(=O)NC(c1ccccc1)c1ccccc1 | i | 0.12 | 54
COC(=O)Cc1ccc2c(=O)c(Oc3cnn(-c4ccccc4)c3)c(C(F)(F)F)oc2c1 | i | 0.064 | 6
CCc1ccc(C(=O)NCC2CCN(S(C)(=O)=O)CC2)cc1 | i | 0.066 | 48
O=S(=O)(NCC#CCN1CCc2ccccc2C1)c1ccc2c(c1)OCCO2 | i | 0.06 | 71
CCOc1ccc2nc(N(CCN3CCOCC3)C(=O)c3ccccc3S(C)(=O)=O)sc2c1 | i | 0.031 | 40
CCN1CCC2(CC1)Oc1ccc(Cl)cc1C1CC(c3ccccc3O)=NN12 (centres undefined) | i | 0.057 | 32
COc1ccc(S(=O)(=O)CC(=O)Nc2sccc2C(N)=O)cc1 | i | 0.039 | 31
CSc1cccc(NC(=O)C(=O)NCCC2=CCCCC2)c1 | i | 0.076 | 65
CC(=O)c1ccc(NC(=O)Cn2nc(C(=O)N3CCOCC3)cc2C)cc1 | i | 0.09 | 60
COCCNc1oc2c(c1-c1cc(OC)ccc1OC)c(=O)oc1ccccc12 | i | 0.11 | 58
COc1ccc(C(=O)/C=C/c2ccc(OC)c(OC)c2)c(OC)c1 | i | 0.14 | 62
CC(C)(C)OC(=O)C1=NN(c2ccc(Cl)cc2)c2ncccc2S1(=O)=O | i | 0.096 | 44
COc1ccc(S(=O)(=O)Nc2cc3c4c(c2)CCC(=O)N4CCC3)cc1 | i | 0.077 | 63
Cc1ccc(NC(=O)C2CCN(c3cnc4ccccc4n3)CC2)cc1C | i | 0.15 | 65
c1ccc(-n2ncc3c(N4CCCc5ccccc54)nnnc32)cc1 | i | 0.088 | 71
CN1CCc2c(sc(NC(=O)c3sc4ccccc4c3Cl)c2-c2nc3ccccc3s2)C1 | i | 0.099 | 80

Rewritten with values under each structure: 16 of the compounds above
Fields: AMPAR-TARP mod, AMPAR-TARP mod agonism max-min, AMPAR-TARP mod glutamate slope
COC(=O)CCn1c(=O)c2c(nc3n(-c4cc(C)ccc4OC)c(C)cn23)n(C)c1=O
  i, 0.059, 56
Cn1nc(NC(=O)c2cccc3ccccc23)c2c1NC(=O)CC2c1ccco1 (centres undefined)
  i, 0.11, 75
Cn1nnc2c(N3CCN(S(=O)(=O)Cc4ccccc4)CC3)ncnc21
  i, 0.11, 50
O=C(Nc1ccc([N+](=O)[O-])cc1)C(=O)NC(c1ccccc1)c1ccccc1
  i, 0.12, 54
COC(=O)Cc1ccc2c(=O)c(Oc3cnn(-c4ccccc4)c3)c(C(F)(F)F)oc2c1
  i, 0.064, 6
CCc1ccc(C(=O)NCC2CCN(S(C)(=O)=O)CC2)cc1
  i, 0.066, 48
O=S(=O)(NCC#CCN1CCc2ccccc2C1)c1ccc2c(c1)OCCO2
  i, 0.06, 71
CCOc1ccc2nc(N(CCN3CCOCC3)C(=O)c3ccccc3S(C)(=O)=O)sc2c1
  i, 0.031, 40
CCN1CCC2(CC1)Oc1ccc(Cl)cc1C1CC(c3ccccc3O)=NN12 (centres undefined)
  i, 0.057, 32
COc1ccc(S(=O)(=O)CC(=O)Nc2sccc2C(N)=O)cc1
  i, 0.039, 31
CSc1cccc(NC(=O)C(=O)NCCC2=CCCCC2)c1
  i, 0.076, 65
CC(=O)c1ccc(NC(=O)Cn2nc(C(=O)N3CCOCC3)cc2C)cc1
  i, 0.09, 60
COCCNc1oc2c(c1-c1cc(OC)ccc1OC)c(=O)oc1ccccc12
  i, 0.11, 58
COc1ccc(C(=O)/C=C/c2ccc(OC)c(OC)c2)c(OC)c1
  i, 0.14, 62
CC(C)(C)OC(=O)C1=NN(c2ccc(Cl)cc2)c2ncccc2S1(=O)=O
  i, 0.096, 44
COc1ccc(S(=O)(=O)Nc2cc3c4c(c2)CCC(=O)N4CCC3)cc1
  i, 0.077, 63

Remaining list, next part.
SMILES | AMPAR-TARP mod | AMPAR-TARP mod agonism max-min | AMPAR-TARP mod glutamate slope
CSCCC(C)(O)CNS(=O)(=O)c1ccc(C(C)=O)cc1 (centres undefined) | i | 0.11 | 58
CC(=O)N1CCc2ccc(NS(=O)(=O)c3cc(F)ccc3F)cc21 | i | 0.087 | 48
O=C(NCCNC(=O)C(F)(F)F)c1ccc(NC(=O)C2CC2)cc1 | i | 0.077 | 47
COc1ccc(-c2csc(NC(=O)c3cccc(S(=O)(=O)C(C)C)c3)n2)cc1C | i | 0.057 | 61
COc1ccc(NC(=O)C(=O)NCCCN2CCOCC2)c(OC)c1 | i | 0.079 | 61
CCNC(=O)c1nsc(C(=O)N2CCN(c3cc(Cl)ccc3C)CC2)c1N | i | 0.078 | 65
O=C(c1n[nH]c2ccccc12)N1CCN(c2ccccc2)CC1 | i | 0.053 | 71
Cc1cc(C(=O)NCC2CCN(C(=O)NC(C)(C)C)CC2)no1 | i | 0.11 | 63
Cc1cccc2cc(C3CC(c4ccco4)=NN3C(=O)C(C)C)c(Cl)nc12 (centres undefined) | i | 0.092 | 67
COC1CCN(S(=O)(=O)c2ccc3c(c2)OCCO3)CC1 | i | 0.081 | 53
CC(C)Oc1ccc(C(=O)NCCN2CCN(c3ccccc3F)CC2)cc1 | i | 0.1 | 70
NC(=O)C1Cc2ccccc2N1C(=O)/C=C\c1ccc([N+](=O)[O-])cc1 (centres undefined) | i | 0.051 | 52
CCn1nnc2c(SCC(=O)Nc3cccc(C(F)(F)F)c3)ncnc21 | i | 0.046 | 44
Cc1ccc(S(=O)(=O)N2CCC(C(=O)Nc3sccc3C(N)=O)CC2)cc1 | i | 0.1 | 30
CNc1nnc(-c2sc3nc4n(c(=O)c3c2C)CCC4)s1 | i | 0.11 | 38
COc1ccc(S(=O)(=O)NCCCn2nc(-c3cccs3)ccc2=O)cc1F | i | 0.1 | 73
CC(=O)c1ccc(N2CCN(C(=O)c3ccc4c(=O)n5c(nc4c3)SCC5)CC2)cc1 | i | 0.094 | 52
CC(C)(C)NC(=O)NCC1CCN(S(C)(=O)=O)CC1 | i | 0.055 | 58
O=S(=O)(c1cccc2ccccc12)N1CCC(c2ccccc2)C1 (centres undefined) | i | 0.079 | 81
Cn1nc2c(c1NC(=O)/C=C/c1ccccc1Cl)CCC2 | i | 0.12 | 50
COc1cccc(C(=O)N2CCC(c3cccs3)CC2)c1OC | i | 0.062 | 56
Cc1cccc2sc(NC(=O)CCc3csc(NC(=O)c4ccc(F)cc4)n3)nc12 | i | 0.11 | 57
COc1ccccc1NC(=O)N1CCC2(CC1)NC(=O)N(Cc1ccc(C)cc1)C2=O | i | 0.076 | 42
O=C(C1COCC(=O)N1Cc1ccccc1)N1CCN(c2cccc(Cl)c2)CC1 (centres undefined) | + | 0.042* | 60*
CCn1nnc2c(N3CCN(S(=O)(=O)c4cccnc4)CC3)ncnc21 | i | 0.11 | 45
COc1ccc(S(=O)(=O)CC(=O)Nc2ccccc2-c2nc3ccccc3s2)cc1 | i | 0.025 | 45
CSc1cccc(NC(=O)C(=O)NC2CCCCC2)c1 | i | 0.09 | 49
COc1ccc(CNC(=O)C(=O)NCC2OCCCN2S(=O)(=O)c2ccc(OC)cc2)cc1 (centres undefined) | i | 0.098 | 65
O=C(NCCc1ccccc1)NC1(c2nc(-c3ccsc3)no2)CCCCC1 | i | 0.045 | 71
Cn1nnc2c(SCC(=O)N3CCCC3)ncnc21 | i | 0.11 | 54
CCc1cccc2sc(N3CCN(C(=O)Cc4ccc(S(=O)(=O)CC)cc4)CC3)nc12 | + | 0.052* | 71*
CCn1c(=O)c2c(nc3n2CCCN3c2ccc(OC)cc2)n(C)c1=O | i | 0.069 | 35
CCOc1ccc(NC(=O)CC(NCc2ccco2)C(=O)O)c([N+](=O)[O-])c1 (centres undefined) | i | 0.077 | 77
O=C(NCCn1ncc2c(N3CCN(c4ccccc4)CC3)ncnc21)c1ccco1 | i | 0.067 | 57
CCN1C(SCC(=O)NCc2cccc(OC)c2)=NS(=O)(=O)c2ccccc21 | i | 0.11 | 53
O=C(CN1CCN(C(=O)c2ccccc2F)CC1)Nc1ccc(Br)cc1 | i | 0.074 | 42
O=C(Cn1cnc2c(nnn2Cc2ccccc2F)c1=O)c1ccccc1 | i | 0.12 | 67
Cc1nnc(C2CCN(C(=O)CN3C(=O)CCC3=O)CC2)s1 | i | 0.084 | 57
CS(=O)(=O)N1CCCc2cc(NC(=O)c3c(F)cccc3Cl)ccc21 | i | 0.029 | 45
CN1CCN(n2c3c(c(SCC(=O)Nc4ccc(F)c([N+](=O)[O-])c4)nc2=O)CCC3)CC1 | i | 0.14 | 52
CCNC(=O)C1Cc2ccccc2N1C(=O)NCCc1ccc(OC)cc1 (centres undefined) | i | 0.096 | 52
COc1ccc(S(=O)(=O)Nc2ccc(CC(=O)N(C)C)cc2)cc1OC | i | 0.13 | 61
Cn1nnc2c(SCC(=O)Nc3ccc(C(N)=O)cc3)ncnc21 | i | 0.036 | 24
COc1ccc(C(=O)NCCOc2ccc(-c3ccc(F)cc3)nn2)c(OC)c1 | i | 0.042 | 61
O=S(=O)(c1ccc(C2CCCCC2)cc1)N1CCN(CCO)CC1 | i | 0.052 | 47
CC(=O)NS(=O)(=O)c1ccc(NC(=O)c2csc(-c3cnccn3)n2)cc1 | + | 0.3* | 82*
CCOc1ccc(-c2nc3n(n2)C(=O)CC(c2ccccc2)S3)cc1OCC (centres undefined) | i | 0.023 | 55
CCC(=O)Nc1ccccc1-c1nc2ccccc2[nH]c1=O | i | 0.03 | 48
NC(=O)c1ccccc1NC(=O)c1ccc(=O)n(Cc2ccc(F)cc2)n1 | i | 0.1 | 53
CCOC(=O)C1=C(C)NC(=O)NC1c1ccc(OCc2ccccc2)c(OCC)c1 (centres undefined) | i | 0.12 | 61
COc1cn2c(cc1=O)C(=O)N(CCNC(=O)c1ccccc1)CC2 | i | 0.089 | 59
COc1cccc(C(=O)NCCS(=O)(=O)N2CCC3(CC2)OCCO3)c1 | + | 0.11* | 36*
COc1ccc(C(=O)N2CCN(c3ncnc4c3nnn4-c3ccccc3)CC2)cc1 | i | 0.026 | 49
O=C(CN1C(=O)c2ccccc2C1=O)Nc1sc2c(c1-c1nc3ccccc3s1)CCCC2 | i | 0.071 | 28
O=C(COc1ncccn1)N1CCN(c2ccc(Nc3ccccn3)nn2)CC1 | + | 0.21* | 68*
COCCNC(=O)Cc1ccc(NC(=O)C23CC4CC(CC(C4)C2)C3)cc1 | i | 0.088 | 66
Cc1cc(O)c(C(c2ccco2)c2c(O)cc(C)n(C)c2=O)c(=O)n1C | i | 0.04 | 49
COc1ccc(CCS(=O)(=O)Nc2ccc(CC(=O)N3CCOCC3)cc2)cc1 | i | 0.081 | 63
CC(C)N1CCc2c(sc(NC(=O)c3ccc(F)cc3)c2-c2nc3ccccc3s2)C1 | i | 0.18 | 58
CS(=O)(=O)N1CCCC1C(=O)Nc1cccc(-c2nc3ccccc3o2)c1 (centres undefined) | i | 0.15 | 62
(continued)
SMILES | AMPAR-TARP mod | AMPAR-TARP mod agonism max-min | AMPAR-TARP mod glutamate slope
COc1ccc(NC(=O)Cn2cc(OC)c(=O)cc2CSc2ccc(Cl)cc2)c(OC)c1 | i | 0.084 | 54
CCCc1[nH]nc2c1C(c1ccoc1)C(C#N)=C(N)O2 (centres undefined) | i | 0.087 | 48
CC1Cc2cc(-c3cc(CC(=O)N4CCC(C(N)=O)CC4)no3)ccc2O1 (centres undefined) | i | 0.046 | 33
COC(=O)c1sccc1S(=O)(=O)Nc1ccc2c(c1)OCCO2 | i | 0.073 | 57
O=C(NCCOc1ccc(-c2ccc(F)cc2)nn1)Nc1ccc(Cl)cc1 | i | 0.043 | 48
O=C(NCCC(c1ccccc1)c1ccccc1)C(=O)Nc1ccc(F)c([N+](=O)[O-])c1 | i | 0.12 | 60
CCOC(=O)Cn1c(C2CC(=O)N(c3ccccc3F)C2)nc2ccccc21 (centres undefined) | i | 0.087 | 56
COc1coc(C(=O)NCCc2ccccc2)cc1=O | i | 0.16 | 56
COc1ccccc1C1(CNS(=O)(=O)Cc2cccc(F)c2)CCOCC1 | i | 0.077 | 68
CC1Cc2c(NC(=O)c3cc4ccccc4o3)nn(C)c2NC1=O (centres undefined) | i | 0.081 | 61
O=C(NCCCN1CCCC1=O)C(=O)Nc1ccc2c(c1)OCCO2 | i | 0.05 | 46
NS(=O)(=O)c1ccc(CCNC(=O)c2nnn(-c3ccccc3)c2CSc2ncccn2)cc1 | i | 0.064 | 59
COc1cccc(CNC(=O)C(=O)NCC2OCCCN2S(=O)(=O)c2cc(C)ccc2C)c1 (centres undefined) | i | 0.092 | 60
